CD11b adhes inh: inhibitors of CD11b/CD18 adhesion to fibrinogen, primary screen, K562 cells, luminescence | Integrin beta-2 (Homo sapiens) + Integrin alpha-M (Homo sapiens), P05107+P11215 | ATPlite luminescence; Mn2+ added to activate the integrin | inhibition, % at 10 µM | 93,000 compounds, 0.54% hits;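 active = primary inhibition of 50% or more at 10 µM, then 40% or more on retest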; also: some results filed as inactive read as strong as hits
Target sequence (P05107 whole entry, looked up, other chains not shown): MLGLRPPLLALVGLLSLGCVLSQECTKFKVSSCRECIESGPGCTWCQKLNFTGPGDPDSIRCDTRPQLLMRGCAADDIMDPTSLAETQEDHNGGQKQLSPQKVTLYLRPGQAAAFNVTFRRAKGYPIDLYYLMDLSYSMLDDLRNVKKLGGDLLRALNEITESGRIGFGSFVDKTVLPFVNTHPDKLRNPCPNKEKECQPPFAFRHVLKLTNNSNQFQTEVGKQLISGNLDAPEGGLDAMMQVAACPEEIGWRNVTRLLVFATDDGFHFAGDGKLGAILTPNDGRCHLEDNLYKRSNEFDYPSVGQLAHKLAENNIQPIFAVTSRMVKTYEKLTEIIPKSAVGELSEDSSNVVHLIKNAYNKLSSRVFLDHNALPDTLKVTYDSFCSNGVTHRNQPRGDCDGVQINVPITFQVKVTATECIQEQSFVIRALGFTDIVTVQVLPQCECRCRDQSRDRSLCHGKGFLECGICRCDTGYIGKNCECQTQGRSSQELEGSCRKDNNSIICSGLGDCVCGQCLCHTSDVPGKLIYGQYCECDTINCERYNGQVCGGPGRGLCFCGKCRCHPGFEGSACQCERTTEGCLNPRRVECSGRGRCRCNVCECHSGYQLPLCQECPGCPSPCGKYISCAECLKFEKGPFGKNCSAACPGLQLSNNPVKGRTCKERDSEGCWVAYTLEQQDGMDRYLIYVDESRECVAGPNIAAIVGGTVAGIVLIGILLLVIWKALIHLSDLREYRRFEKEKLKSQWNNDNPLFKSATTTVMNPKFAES
PLAP act: PLAP enzyme activators, biochemical, luminescence, HTS. activation fold at 20 µM. Alkaline phosphatase, placental type (Homo sapiens), P05187. AID 696, 2007. purified PLAP enzyme, luminescent substrate read-out; active compounds read high. 96,000 compounds, 1.2% hits; in the data active = activation fold above about 2
MT1-MMP txn act: MT1-MMP promoter reporter activation – cell-based, luciferase luminescence, primary screen; 86,000 compounds, 0.16% hits; activation factor at 10 µM; HT1080 MT1-MMP promoter luciferase reporter, overnight; active compounds read high;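 active = activation factor of at least 2 for MT1-MMP transcription at 10 µM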
FAK inh: FAK kinase inhibitors, primary screen, biochemical; 97,000 compounds, 0.84% hits; Focal adhesion kinase 1 (Homo sapiens), Q05397; biochemical FAK kinase activity assay; AID 727, 2007; inhibition, %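 (tested at 7 µM)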; in the data active = inhibition above about 19%;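 also: 0% = DMSO and 100% = reference compound high control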
E coli WT exp: growth inhibitors of wild-type E. coli, primary screen, strain BW25113, expanded library, OD600; 98,000 compounds, 0.15% hits; OD600 absorbance; growth inhibition, % at 100 µM;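 active = growth inhibition above about 50% at one test dose, limit read from the data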;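 also: growth measured after 20 h incubation at 37 °C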
ERa SRC1 inh: ERα–SRC-1 coactivator interaction inhibitors, primary screen, biochemical, TR-FRET, ERα LBD, estradiol-bound. 86,000 compounds, 1.7% hits. inhibition, % at 25.6 µM. TR-FRET ER-alpha LBD / SRC-1 peptide. Estrogen receptor (Homo sapiens), P03372; in the data active = inhibition above about 50%;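 also: 0% = receptor plus peptide control and 100% = peptide only without receptor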
ERa coact pot: enhancers of ERα–SRC-1 coactivator binding, primary screen, biochemical, TR-FRET, ERα LBD, low estradiol. Estrogen receptor (Homo sapiens), P03372. TR-FRET ERalpha-LBD/SRC-Cy5 coactivator binding, 2 h; 100 = basal binding, no effect. coactivator binding (% of control), % at 25.6 µM. 86,000 compounds, 1.3% hits; in the data active = activity above about 200%;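 also: binding measured in presence of low estradiol as agonist stimulus; 0% = peptide alone without receptor and 100% = receptor with peptide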
ERb SRC1 inh: inhibitors of ERβ-SRC1 coactivator interaction, primary screen, biochemical, TR-FRET, ERβ LBD, SRC-1 peptide | TR-FRET ER-beta LBD / SRC1-Cy5 peptide binding; receptor agonist-loaded with 1 µM estradiol | AID 633, 2007 | Estrogen receptor beta (Homo sapiens), Q92731 | 86,000 compounds, 1.3% hits | inhibition, % at 25.6 µM;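 active = compounds whose percent inhibition of the receptor-coactivator binding signal exceeds about 50% in the single-dose screen, limit read from the data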;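 also: 0% = receptor plus peptide wells without compound and 100% = peptide-only wells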
Mac1 fbg enh: enhancers of CD11b/CD18 adhesion to fibrinogen, primary screen, K562 cells, luminescence; Integrin beta-2 (Homo sapiens) + Integrin alpha-M (Homo sapiens), P05107+P11215; ATPlite luminescence; activation, % at 10 µM; 93,000 compounds, 0.07% hits;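 active = 10 µM primary screen giving 50% or more activity, confirmed by 40% or more on retest at that dose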; also: strong numbers were not always called active; reference of the scale not given here
Numbers without * were called inactive; . = not tested or not shown; & = joins results of further samples; [ ] = dose if it differs, or a comment.

SMILES	CD11b adhes inh	PLAP act	MT1-MMP txn act	FAK inh	E coli WT exp	ERa SRC1 inh	ERa coact pot	ERb SRC1 inh	Mac1 fbg enh
c1ccc(OCCSc2ncnc3nc[nH]c23)cc1	.	.	1.6	5	.	-5	99	-19	.
Cc1ccc(C2CC(C(F)F)n3ncc(C(=O)Nc4cnn(Cc5ccccc5C)c4)c3N2)cc1 (stereo unspecified)	15	1.2	1.2	0	-15	12	92[fluorescence artefact?]	16	-5
COc1ccc2nc(NC(=O)C(NS(=O)(=O)c3cccc4nsnc34)C(C)C)sc2c1 (stereo unspecified)	-2	2.1*	.	6	-9	.	.	.	5
COc1cc(OC)c(C2=NOC(C(=O)NCc3ccc4c(c3)OCO4)C2)cc1Cl (stereo unspecified)	2	0.8	1	-2	6	3	96	-20[fluorescence artefact?]	3
C=CCOc1ccc(CNc2nn[nH]n2)cc1OC	6	1	.	-2	4	.	.	.	-2
CC(=O)C1C(c2ccco2)c2c(noc2C)CC1(C)O (stereo unspecified)	-18	1	1.1	-1	2	-4	97	-7	2
CCOC(=O)N1CCN(S(=O)(=O)c2ccc(C(=O)Nc3nc4c(s3)CC(C)CC4)cc2)CC1 (stereo unspecified)	-9	0.9	1.3	4	3	28	110	20[fluorescence artefact?]	-3
CC(C)C(=O)Nc1ccc(C(=O)NNC(=O)C(c2ccccc2)c2ccccc2)cc1	-12	1.1	.	-3	-2	.	.	.	0
O=C1CC(c2ccc(F)cc2)Cc2nc(N3CCc4ccccc43)ncc21 (stereo unspecified)	2	1.2	1.2	.	.	23[fluorescence artefact?]	203*[fluorescence artefact?]	24[fluorescence artefact?]	-8
O=C(C1CCCCC1)N(Cc1ccccc1)c1ccccn1	-10	1.1	1.2	-1	4	13	107	11	-2
CCC/C(=N/Nc1ccc(Cl)cc1)c1cnnc(-c2ccccc2)n1	.	.	1.1	0	.	94*	12	67*[fluorescence artefact?]	.
CCOc1ccccc1NC(=O)C1CCCN(C(=O)Nc2ccccc2)C1 (stereo unspecified)	.	.	1.1	-1	.	-3	92	0	.
COc1ccc(C(=O)C[n+]2ccc3c(c2)nc(-c2cc(OC)c(OC)cc2OC)n3C)cc1	-32	1.2	.	-4	5	.	.	.	2
Cc1nc(NC2=NCN(Cc3ccc4c(c3)OCO4)CN2)nc2ccccc12	-2	1	1.2	.	.	6[fluorescence artefact?]	119	1[fluorescence artefact?]	-2
COc1cc(N2CCCC2)c(OC)cc1/C=C(/C#N)c1ccc(Br)cc1	-8	0.6	1.1	2	-27	9	88	-10	-4
Cc1cc(N2CCN(c3ccccc3)CC2)nc(N)n1	.	.	1	-3	.	-10	106	-8	.
CCN1CCN(C(=O)c2nn(-c3ccc(OC)cc3)c(=O)c3c2c2ccccc2n3C)CC1	.	.	1.5	.	.	-8	113	-5	.
COc1ccc(N2C(=O)CC(Nc3cccc(C(C)=O)c3)C2=O)cc1OC (stereo unspecified)	4	1.7	.	-1	7	.	.	.	0
O=C(Nc1ccc2c(c1)OCO2)[C@@H]1[C@@H]2C(=O)N(C3CCCCC3)C(=O)[C@@H]2C2c3ccccc3C=CN21 (stereo partly specified)	-10	1.4	1.1	4	2	-12	92	-2	35
O=C(c1cnn2c(C(F)(F)F)cc(-c3ccccc3)nc12)N1CCCc2ccccc21	-8	0.9	1.1	0	-2	-1[fluorescence artefact?]	104	0	-4
Cc1ccc(C(=O)NNC(=O)c2cc3cc4ccccc4nc3s2)cc1	7	1	.	14	-12	.	.	.	10
COC(=O)c1c(C)nc(C)c2c(=O)oc3ccccc3c12	2	0.9	1.1	.	-1	-16	95	-26[fluorescence artefact?]	0
CC(c1nnc(SCn2nnc3ccccc3c2=O)n1-c1ccc(Cl)cc1)N(C)C (stereo unspecified)	-4	1.2	1	.	8	-4	117	-3	-4
CC(C)(C)c1ccc(S(=O)(=O)N2CCCC2C(=O)NC2=NCCS2)cc1 (stereo unspecified)	-3	1.3	1.1	-14	-1	10[fluorescence artefact?]	108	1[fluorescence artefact?]	0
CCOC(=O)c1[nH]c2ccccc2c1NC(=O)c1nonc1C	-1	0.9	1	-2	-8	-27	121	-19	12
Cn1c(SCC(=O)c2ccccc2)nc2cccnc21	-56	0.8	0.9	-2	2	18	90[fluorescence artefact?]	-1	8
O=c1[nH]c(NCCCO)nc2c1C1(CCCC1)Cc1ccccc1-2	5	1.3	1	.	20	3	107	-1	0
CNC(=O)Nc1nnc(C(C)(C)C)s1	-5	0.8	1.3	1	-1	-4	90	-1	-3
CCOC(=O)Cc1csc(SC(C)C(=O)Nc2ccc(NC(C)=O)cc2)n1 (stereo unspecified)	-3	1.2	1	0	4	0	90	-8	-3
O=C(COc1cccc2cccnc12)N/N=C1\SCC(=O)N1Cc1ccccc1	1	1.7	.	-2	13	.	.	.	-4
CCOc1ccc(N(Cc2cc3ccc(C)cc3[nH]c2=O)S(C)(=O)=O)cc1	-4	1	1	-1	-3	0	127	-42	-1
CN(C)CCOC(=O)C1(c2ccccc2)CCOCC1	-8&-6	1.1&1	1.2&1.1	0&-10	-3&4	1&-14	119&111	-7&-12	-2&-3
Cc1ccc(-c2csc3nc(C)n(N)c(=O)c23)o1	12	0.8	.	-3	-4	.	.	.	-4
O=C(NCC(c1cccnc1)N1CCOCC1)c1ccco1 (stereo unspecified)	-12	1	1.2	-3	-7	0	110	0	-1
N#CC1=C(N)Oc2nc(-c3ccccc3)[nH]c2C1c1cccnc1 (stereo unspecified)	-10	1	1.1	3	20	4	115	-6	0
Cc1ccc(C(=O)Oc2ccccc2N2C(=O)C3CCC(C)CC3C2=O)cc1 (stereo unspecified)	0	1.9	.	-1	3	.	.	.	-1
CCOC(=O)c1nnc(-c2ccccc2)nc1Sc1c(Cl)cccc1Cl	16	1.2	1.2	0	-11	7[fluorescence artefact?]	129	1[fluorescence artefact?]	4
O=C(Nc1ccccc1C(F)(F)F)N1CCCC(O)C1 (stereo unspecified)	5	0.9	1	-3	3	-2	103	4	-6
Cc1ccc(-c2csc(NC(=O)CSC3=NCCS3)n2)cc1	.	.	1.3	1	.	-5	122	-6	.
CCOc1ccc(C(=O)Nc2cc(C)c3c(=O)oc4ccccc4c3n2)cc1	-6	1.3	1.1	-17	-9	33[fluorescence artefact?]	315*[fluorescence artefact?]	25[fluorescence artefact?]	31
CCN(CC)S(=O)(=O)c1cccc(C(=O)Nc2cc(C)cc(C)c2)c1	.	1	1.5	3	-17	-2	90	-2	.
CC(C)CCN1C(=O)c2ccccc2C1C(=O)NCc1cccnc1 (stereo unspecified)	-2	0.8	1.1	0	2	-5	103	-1	1
COc1ccc(C(=O)N2CC3(CC(c4ccc(Cl)cc4)=NO3)C[C@H]2C(=O)NCC(N)=O)cc1 (stereo partly specified)	-22	1.5	.	12	2	.	.	.	1
Cn1nnnc1SCc1cc(=O)[nH]c2ccccc12	-8	1.1	1.1	6	1	.	.	.	0
Cc1ccc(C2=NC(C)(C)NC2=O)cc1	-5	0.9	1.1	0	4	-1	98	-1	0
Cc1ccc(NC(=O)Cn2cc3c(n2)CCC(C)C3)cc1 (stereo unspecified)	0	1.1	1.1	.	1	-2	107	-5[fluorescence artefact?]	3
Cc1ccccc1-c1nc(-c2ccc(NC(=O)c3ccc4c(c3)OCO4)cc2)no1	2	1.3	1.1	2	0	47	66	32	-3
O=C(Nc1ccc(SC(F)F)cc1)C1=COCCO1	27	0.8	1.1	0	5	.	.	.	1
CC(=O)c1cn(CC(=O)NCC2CCCO2)c2ccccc12 (stereo unspecified)	-3	0.8	1.2	0	0	-4	113	-7	4
Cc1cccc(C)c1NC(=O)C(c1ccccc1)N1CCOCC1 (stereo unspecified)	.	.	1.1	-1	.	-8	107	-14	.

The results go on.
SMILES	CD11b adhes inh	PLAP act	MT1-MMP txn act	FAK inh	E coli WT exp	ERa SRC1 inh	ERa coact pot	ERb SRC1 inh	Mac1 fbg enh
CCOc1cc(-c2cc(-c3ccc(OC)cc3)nc(N)c2C#N)ccc1O	0	1	1.1	0	-10	21	146	9	-1
Cc1ccc(NC(=S)N/N=C/c2ccc(Cl)c([N+](=O)[O-])c2)cc1	-3	0.9	.	0	0	.	.	.	-3
O=C(c1ccccc1)N1CCN(C2CC3CCC2C3)CC1 (stereo unspecified)	-4	1.4	1	-4	12	-8	108	-7	1
Cn1c(=O)oc2cc(S(=O)(=O)Nc3cccc(F)c3)ccc21	.	.	1.1	.	3	0	196	-2	.
Cc1ccc(C(=O)Nc2cccc(C(=O)O)c2)cc1	4	1	.	-1	-14	-4	98	-2	-5
CNC(=O)c1ccc(-c2ccc(OC)cc2)s1	3	0.8	1.6	0	-7	-4	103	-9	-4
Cc1ccc(-c2csc(Cc3nc(-c4cc5ccccc5oc4=O)cs3)n2)cc1	-7	1	.	5	-1	.	.	.	-12
Cc1cccc(C)c1NC(=O)CSc1nnc(-c2ccco2)n1N	2	1	1.1	1	5	1	87[fluorescence artefact?]	-2[fluorescence artefact?]	0
COc1ccc(CCn2c(C)cc(C(=O)CSc3nnnn3-c3ccccc3)c2C)cc1OC	2	0.9	1	3	-2	65*[fluorescence artefact?]	190	-30[fluorescence artefact?]	0

Random draw from the library; any-hit rate near 5.1%.
